IDE exosite inh – exo-site inhibitors of human insulin-degrading enzyme; P14735; purified IDE, FL-6b probe fluorescence polarization; stronger effect = lower value; z-score at 20 µM; 17,000 compounds, 6.3% hits; AID 1259349;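 active = z-score of -3 or lower, meaning strong loss of probe binding signal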;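 also: His-tagged human IDE residues 42-1019 made in E. coli with 30 nM FL-6b probe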
Target sequence (P14735 42-1019 limits assumed): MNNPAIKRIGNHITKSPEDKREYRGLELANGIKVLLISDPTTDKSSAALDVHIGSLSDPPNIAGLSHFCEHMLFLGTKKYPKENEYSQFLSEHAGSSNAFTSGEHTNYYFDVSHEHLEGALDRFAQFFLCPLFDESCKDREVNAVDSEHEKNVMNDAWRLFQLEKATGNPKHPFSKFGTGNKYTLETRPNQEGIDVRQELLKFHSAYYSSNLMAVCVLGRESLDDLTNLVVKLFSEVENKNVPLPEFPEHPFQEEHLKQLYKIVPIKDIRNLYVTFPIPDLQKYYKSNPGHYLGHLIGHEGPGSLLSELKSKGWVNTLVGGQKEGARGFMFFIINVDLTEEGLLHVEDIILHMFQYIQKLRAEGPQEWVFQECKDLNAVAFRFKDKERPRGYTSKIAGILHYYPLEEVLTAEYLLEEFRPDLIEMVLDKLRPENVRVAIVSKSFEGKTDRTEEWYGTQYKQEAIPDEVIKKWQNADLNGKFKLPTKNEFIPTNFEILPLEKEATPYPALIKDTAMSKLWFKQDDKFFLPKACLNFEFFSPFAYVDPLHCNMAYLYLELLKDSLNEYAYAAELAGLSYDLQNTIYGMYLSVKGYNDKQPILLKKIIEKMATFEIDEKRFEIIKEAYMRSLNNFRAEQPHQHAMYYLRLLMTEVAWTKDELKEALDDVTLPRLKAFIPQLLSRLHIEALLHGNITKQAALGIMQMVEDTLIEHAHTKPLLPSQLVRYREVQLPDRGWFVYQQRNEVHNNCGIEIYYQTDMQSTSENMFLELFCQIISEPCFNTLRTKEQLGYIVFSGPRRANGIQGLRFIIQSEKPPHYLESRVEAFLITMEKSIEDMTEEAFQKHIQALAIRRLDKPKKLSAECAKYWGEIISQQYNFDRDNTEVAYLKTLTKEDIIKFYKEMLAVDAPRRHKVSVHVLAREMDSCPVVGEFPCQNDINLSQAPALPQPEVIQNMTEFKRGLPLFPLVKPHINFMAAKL
An asterisk follows results filed as active; & = joins results of further samples. This is a subset, so the mix of outcomes need not match the whole.

SMILES | IDE exosite inh
C[C@@H]1CN([C@H](C)CO)C(=O)c2cc(NC(=O)CCC(F)(F)F)ccc2O[C@@H](C)CCCCO[C@H]1CN(C)C(=O)c1ccncc1 | 0.53
O=C(CN1CCOCC1)NC[C@@H]1N[C@@H](CO)[C@@H]1c1ccc(-c2ccccc2)cc1 | -0.83
O=C(c1cnccn1)N1CC(=O)N2[C@H](CO)[C@H](c3ccc(C#CCc4ccccc4)cc3)[C@H]2C1 | -1.3
N#C[C@H]1[C@@H](c2ccc(C#CC3CC3)cc2)[C@@H](CO)N1C(=O)Nc1ccc(F)cc1 | 1.8
CO[C@H]1CN(C)C(=O)c2cc(NS(C)(=O)=O)ccc2OC[C@H](C)N(Cc2cncnc2)C[C@@H]1C | -0.65
C/C=C/c1ccc([C@H]2[C@@H](CO)N(S(C)(=O)=O)[C@H]2CNC(C)C)cc1 | 1
O=C(Cc1ccccn1)N1CC(=O)N2[C@H](CO)[C@H](c3ccc(-c4ccc(F)cc4)cc3)[C@H]2C1 | -0.65
COc1ccc(-c2ccc([C@@H]3[C@@H](C#N)N(C(=O)C4CCC4)[C@H]3CO)cc2)cc1 | 5.7
O=C(C[C@@H]1CC[C@@H]2[C@H](COC[C@H](O)CN2C(=O)Nc2cc(Cl)cc(Cl)c2)O1)N1CCOCC1 | 1.4
CC(=O)N1Cc2cc(C(=O)NCC(F)(F)F)nc(-c3cccc(-c4cccnc4)c3)c2[C@H]1CCO | -0.21
CO[C@@H](C(=O)N(C)C[C@@H]1OCc2ccccc2-c2ccccc2C(=O)N([C@H](C)CO)C[C@H]1C)c1ccccc1 | -0.39
N#C[C@H]1[C@@H](c2ccc(C#CC3(O)CCCC3)cc2)[C@@H](CO)N1C(=O)C1CCC1 | 0.29
C[C@@H](NC(=O)C[C@@H]1CC[C@@H]2[C@@H](COc3ccc(NC(=O)C4CCOCC4)cc3C(=O)N2C)O1)c1ccccc1 | -1.7
C[C@@H]1CN([C@@H](C)CO)C(=O)c2cc(N(C)C)ccc2O[C@@H](C)CCCCO[C@@H]1CN(C)C(=O)NC1CCCCC1 | -0.023
COc1ccc2c3c([nH]c2c1)[C@H](CO)N(Cc1ccc(F)cc1)CC31CCN(Cc2ccccn2)CC1 | -1.4
O=C(NC1CCCCC1)N1CC(=O)N2[C@H](C1)[C@H](c1ccc(-c3ccncc3)cc1)[C@@H]2CO | -0.15
CO[C@H]1CN(C)C(=O)c2ccc(NC(=O)c3cccc(F)c3)cc2OC[C@@H](C)NC[C@H]1C | 0.39
CC(C)(O)C#Cc1ccc([C@H]2[C@H]3CN(C(=O)c4cccnc4)CCCCN3[C@H]2CO)cc1 | 0.85
C[C@@H]1CCCCO[C@@H](CN(C)CC2CCCCC2)[C@@H](C)CN([C@@H](C)CO)C(=O)c2cc(NC(=O)Nc3ccc(C(F)(F)F)cc3)ccc2O1 | 1.9
OC[C@@H]1[C@@H](c2ccc(Br)cc2)[C@H]2CN(Cc3cncnc3)CCCCN12 | 0.52
COc1ccc(C#Cc2ccc([C@H]3[C@H](CO)N4C(=O)CN(C(C)=O)C[C@@H]34)cc2)cc1 | 2.3
Cc1ccccc1-c1ccc(C2[C@H]3CNC[C@@H]2N3Cc2cccnc2)cc1 (stereo partly drawn) | -0.31
CN(C)CC#Cc1ccc([C@@H]2[C@H]3CN(C(=O)c4cccnc4)CC(=O)N3[C@H]2CO)cc1 | 0.46
CO[C@H]1CN(C)C(=O)c2ccc(NC(C)=O)cc2OC[C@H](C)N(C(=O)c2cnccn2)C[C@@H]1C | 0.9
O=C(Nc1ccc(F)cc1)N1CC(=O)N2[C@@H](CO)[C@@H](c3ccc(C4=CCCC4)cc3)[C@@H]2C1 | 0.48

An excerpt of these results, in markdown:
| canonical_smiles | IDE exosite inh |
| --- | --- |
| C[C@@H](NC(=O)C[C@@H]1CC[C@@H]2[C@@H](COc3ccc(NC(=O)C4CCOCC4)cc3C(=O)N2C)O1)c1ccccc1 | -1.7 |
| O=C(Nc1ccc(F)cc1)N1CC(=O)N2[C@@H](CO)[C@@H](c3ccc(C4=CCCC4)cc3)[C@@H]2C1 | 0.48 |

Later entries:
SMILES | IDE exosite inh
CCCC#Cc1ccc([C@H]2[C@@H](CO)N3CCCCN(Cc4cccnc4)C[C@H]23)cc1 | 0.27
COc1ccc(-c2ccc([C@@H]3[C@H]4CN(C(=O)NC(C)C)CCCCN4[C@H]3CO)cc2)cc1 | -6.6*
CCCNC(=O)N1[C@@H]2CNC[C@H]1C2c1ccc(-c2ccccc2)cc1 (stereo partly drawn) | 1.7&0.77
O=C(C[C@@H]1CC[C@@H]2[C@H](COC[C@H](O)CN2CC2CCOCC2)O1)NCc1ccc(Cl)cc1 | -0.009
C[C@H]1CN([C@@H](C)CO)C(=O)c2cccc(NC(=O)Nc3ccc(C(F)(F)F)cc3)c2O[C@@H]1CN(C)S(=O)(=O)c1cn(C)cn1 | 1
CN(C)CC(=O)N1CCCCN2[C@H](CO)[C@H](c3ccc(-c4cccnc4)cc3)[C@H]2C1 | 1.9
N#Cc1ccc(-c2ccc([C@@H]3[C@@H](CO)N4C(=O)CN(C(=O)C5CCCC5)C[C@H]34)cc2)cc1 | 2
CCCNC(=O)N1CC(=O)N2[C@H](CO)[C@@H](c3ccc(C#Cc4cccc(OC)c4)cc3)[C@H]2C1 | 0.01
O=C(c1ccc(F)cc1)N1CC(=O)N2[C@@H](CO)[C@H](c3ccc(C#Cc4ccc(F)cc4)cc3)[C@@H]2C1 | 0.8
Cc1cccc(S(=O)(=O)N[C@H]2CC[C@@H](CCNC(=O)Nc3cc(F)ccc3F)O[C@H]2CO)c1 | 1.2
COc1ccccc1NC(=O)N1C[C@@H]2N[C@H](C1)C2c1ccc(-c2cccc(C#N)c2)cc1 (stereo partly drawn) | 1.4&0.042
CC(C)(O)C#Cc1ccc([C@@H]2[C@H]3CN(C(=O)c4ccc(F)cc4)CCCCN3[C@H]2CO)cc1 | -2.9
COCC(=O)NC[C@@H]1[C@H](c2ccc(C3=CCCC3)cc2)[C@@H](CO)N1C(C)=O | 4.1
C[C@@H]1CN([C@H](C)CO)C(=O)Cc2cc(NC(=O)CCC(F)(F)F)ccc2O[C@@H]1CN(C)CC1CC1 | -0.0043
COc1ccc(-c2ccc([C@@H]3[C@H](CO)N4CCCCN(C(=O)NC(C)C)C[C@@H]34)cc2)cc1 | -5.6*
COCC(=O)N1[C@H](CNC(=O)c2ccccn2)[C@@H](c2ccccc2)[C@@H]1CO | -0.026
O=C1CN(S(=O)(=O)Cc2ccccc2)C[C@@H]2[C@@H](c3ccc(C#Cc4cccc(F)c4)cc3)[C@@H](CO)N12 | 1.9
COCC(=O)N1CC(=O)N2[C@H](CO)[C@@H](c3ccc(C#CC4CC4)cc3)[C@@H]2C1 | 0.33
Cc1ccccc1-c1ccc(C2[C@H]3CNC[C@@H]2N3C(=O)Nc2ccc(C(F)(F)F)cc2)cc1 (stereo partly drawn) | -1.8&-0.19
COC(=O)C[C@H]1C[C@H]2c3cc(N)ccc3O[C@H]2[C@@H](CO)O1 | 0.3
CCCNC(=O)N1[C@H](C#N)[C@H](c2ccccc2)[C@H]1CO | 2.2
COc1cccc(-c2ccc([C@@H]3[C@@H](CO)N4CCCCN(C(=O)NC(C)C)C[C@H]34)cc2)c1 | -6.6*
C/C=C/c1ccc([C@@H]2[C@H](CO)N[C@H]2CNS(=O)(=O)c2ccccc2)cc1 | -0.7
O=C(C[C@@H]1CC[C@H](NC(=O)C2CC2)[C@@H](CO)O1)Nc1ccccc1 | 0.51
CCC(=O)N1CC(=O)N2[C@H](C1)[C@H](c1ccc(C#Cc3cccc(F)c3)cc1)[C@@H]2CO | -8.1*

Records above shown as hits in IDE exosite inh:
SMILES | IDE exosite inh
COc1ccc(-c2ccc([C@@H]3[C@H]4CN(C(=O)NC(C)C)CCCCN4[C@H]3CO)cc2)cc1 | -6.6*
COc1ccc(-c2ccc([C@@H]3[C@H](CO)N4CCCCN(C(=O)NC(C)C)C[C@@H]34)cc2)cc1 | -5.6*
COc1cccc(-c2ccc([C@@H]3[C@@H](CO)N4CCCCN(C(=O)NC(C)C)C[C@H]34)cc2)c1 | -6.6*
CCC(=O)N1CC(=O)N2[C@H](C1)[C@H](c1ccc(C#Cc3cccc(F)c3)cc1)[C@@H]2CO | -8.1*

New compounds follow:
SMILES | IDE exosite inh
COc1ccccc1-c1ccc([C@@H]2[C@H](C#N)N(C(=O)CN(C)C)[C@H]2CO)cc1 | -5.1*
O=C(c1ccccc1)N1CC(=O)N2[C@H](CO)[C@@H](c3ccc(/C=C/c4ccccc4)cc3)[C@H]2C1 | -0.53
CC=Cc1ccc2n(c1=O)C[C@@H]1N[C@H]2[C@H](C(=O)NC2CCCC2)[C@H]1CO (mixture of isomers) | 0.086
COc1ccc(-c2ccc3c(c2)[C@H]2[C@H](CCN2C(=O)c2cccc(F)c2)[C@H](CO)N3)cc1 | -0.26
O=C(O)C[C@@H]1CC[C@H]2[C@@H](COC[C@H](O)CN2S(=O)(=O)c2ccc(Oc3ccccc3)cc2)O1 | 1.7
O=C(C[C@H]1C[C@@H]2c3cc(NS(=O)(=O)c4ccccc4)ccc3O[C@@H]2[C@H](CO)O1)N1CCOCC1 | 0.72
C/C=C/c1ccc([C@H]2[C@@H](CNC(=O)CC3CC3)N(C(=O)CC)[C@H]2CO)cc1 | -2.1
COc1ccc(C#Cc2ccc([C@@H]3[C@@H](CO)N4C(=O)CN(C(=O)c5ccncc5)C[C@@H]34)cc2)cc1 | 0.51
CCC(=O)N1CC(=O)N2[C@@H](CO)[C@@H](c3ccc(C#Cc4cccnc4)cc3)[C@@H]2C1 | 2
CN(C)CC(=O)N1CCCCN2[C@H](C1)[C@@H](c1ccc(-c3cccnc3)cc1)[C@@H]2CO | 1.2
CN(C)CC(=O)N1[C@@H](C#N)[C@@H](c2ccccc2-c2cccc(C(=O)N(C)C)c2)[C@@H]1CO | 4.3
CCCC#Cc1ccc([C@H]2[C@@H](C#N)N(S(=O)(=O)c3cccc(F)c3)[C@H]2CO)cc1 | 3.6
N#Cc1ccc(-c2ccc([C@@H]3[C@H]4CNCC(=O)N4[C@H]3CO)cc2)cc1 | -0.57
O=C1N[C@H](c2ccccc2)COCc2cn(nn2)CC[C@@H]1Cc1ccc(C(F)(F)F)cc1 | 0.96
C/C=C/c1ccc([C@@H]2[C@@H](CN(CC)C(C)=O)N(C(=O)C3CCC3)[C@H]2CO)cc1 | 1.8
O=C(c1ccccc1F)N1CC(=O)N2[C@H](C1)[C@H](c1ccc(-c3ccc(F)cc3)cc1)[C@@H]2CO | -0.017
COc1ccccc1C#Cc1ccc([C@H]2[C@H](C#N)N(C(=O)C3CCC3)[C@H]2CO)cc1 | -8.1*
COCC(=O)Nc1ccc2c(c1)C(=O)N(C)C[C@H](OC)[C@H](C)CN(C(=O)c1ccncc1)[C@H](C)CO2 | 0.37
COc1ccc(-c2ccc(C3[C@H]4CNC[C@@H]3N4Cc3cncnc3)cc2)cc1 (stereo partly drawn) | 1.1
CO[C@@H]1CN(C)C(=O)c2ccc(NC(=O)c3ccccc3F)cc2OC[C@@H](C)N(C)C[C@@H]1C | -0.09
CCCNC(=O)N1[C@H](CO)[C@H](c2ccccc2C2=CCCC2)[C@@H]1C#N | 1.9
COc1ccc2c3c(n(C)c2c1)[C@H](CO)N(C(=O)c1ccncc1)CC31CN(C(C)=O)C1 | 0.63
C[C@H](CO)N1C[C@H](C)[C@H](CN(C)C(=O)Nc2ccnc(N3CCOCC3)c2)OCc2ccccc2-c2ccccc2C1=O | 0.55
CN1CCN(C(=O)C[C@@H]2CC[C@H]3[C@@H](COC[C@@H](O)CN3CC3CCCCC3)O2)CC1 | 1.4
COc1ccc(NC(=O)N2CCCCN3[C@H](CO)[C@H](c4ccc(-c5ccccc5F)cc4)[C@@H]3C2)cc1 | -1.1

4 entries picked at random from the list so far:
SMILES | IDE exosite inh
C[C@@H]1CCCCO[C@@H](CN(C)CC2CCCCC2)[C@@H](C)CN([C@@H](C)CO)C(=O)c2cc(NC(=O)Nc3ccc(C(F)(F)F)cc3)ccc2O1 | 1.9
N#C[C@H]1[C@@H](c2ccc(C#CC3(O)CCCC3)cc2)[C@@H](CO)N1C(=O)C1CCC1 | 0.29
COc1ccc(-c2ccc([C@@H]3[C@H](CO)N4CCCCN(C(=O)NC(C)C)C[C@@H]34)cc2)cc1 | -5.6*
CCCC#Cc1ccc([C@H]2[C@@H](CO)N3CCCCN(Cc4cccnc4)C[C@H]23)cc1 | 0.27

Going on with the list.
SMILES | IDE exosite inh
C[C@@H]1CN([C@@H](C)CO)C(=O)c2ccccc2-c2ccccc2CO[C@H]1CN(C)S(=O)(=O)c1cccc(C#N)c1 | -0.21
CC(=O)N1[C@H](CN(C(=O)c2ccccc2)C(C)C)[C@@H](c2ccccc2)[C@@H]1CO | 1.2
CN(C)CC(=O)N1[C@H](C#N)[C@H](c2ccc(C#CC3CCCC3)cc2)[C@@H]1CO | 3.1
CCc1nc(N2[C@H](C#N)[C@@H](c3ccccc3-c3ccccc3C)[C@H]2CO)sc1C | -0.19
Cc1ccccc1S(=O)(=O)Nc1ccc2c(c1)C(=O)N(C)[C@@H]1CC[C@@H](CC(=O)O)O[C@H]1CO2 | -0.65
COc1ccc(S(=O)(=O)N2CCCCN3[C@H](CO)[C@@H](c4ccc(C#CC(C)C)cc4)[C@@H]3C2)cc1 | 3.3
CCC(=O)N1CC(=O)N2[C@H](CO)[C@@H](c3ccc(C#CCc4ccccc4)cc3)[C@H]2C1 | 0.71
O=C(c1cccnc1)N1CC(=O)N2[C@@H](CO)[C@@H](c3ccc(-c4ccc(F)cc4)cc3)[C@@H]2C1 | 0.84
O=C(NCC[C@H]1CC[C@@H](NC(=O)c2ccncc2)[C@H](CO)O1)Nc1ccc(Cl)cc1 | 2.6
CN(C)C(=O)c1ccc(-c2ccc([C@@H]3[C@H]4CN(S(C)(=O)=O)CCCCN4[C@H]3CO)cc2)cc1 | 0.92
C[C@@H](O)C#Cc1ccc([C@H]2[C@@H](CO)N3CCCCN(C(=O)c4ccc5c(c4)OCO5)C[C@H]23)cc1 | -0.21
COCC(=O)NC[C@H]1[C@@H](c2ccc(C3=CCCC3)cc2)[C@H](CO)N1C(=O)C1CC1 | 5.7
COc1ccc2c3c(n(C)c2c1)[C@@H](CO)N(C(=O)NC(C)C)CC31CCN(Cc2nccs2)CC1 | 0.26
